# pPAFAH inh: pPAFAH enzyme inhibitors, primary screen, biochemical, fluorescence polarization, human | Platelet-activating factor acetylhydrolase (Homo sapiens), Q13093 | recombinant pPAFAH, FP-rhodamine probe fluorescence polarization | inhibition, % at 3.39 µM | 330,000 tested, 1.5% active | AID 463082, 2010;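 active means inhibition above the mean inhibition across the screen plus 3 SD, cut at about 25% in these data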;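 further: inhibitors block binding of the rhodamine activity-based probe so polarization drops; 0% = enzyme with DMSO and 100% = wells lacking pPAFAH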
# PAD4 inh: human PAD4 inhibitors, primary screen, biochemical, fluorescence polarization, 1536-well format | recombinant PAD4, RCA probe fluorescence polarization | Protein-arginine deiminase type-4 (Homo sapiens), Q9UM07 | 330,000 tested, 0.41% active | inhibition, % at 6.36 µM | AID 485272, 2010;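 active means percent inhibition above a cutoff equal to the mean of all tested compounds plus 3 SD, cut at about 15% in these data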;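 further: 0% = PAD4 with RCA probe and DMSO and 100% = probe without PAD4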
# PME-1 inh: PME-1 inhibitors via competitive probe labeling, primary screen, biochemical, fluorescence polarization, FP-Rh probe, HTS. Protein phosphatase methylesterase 1 (Homo sapiens), Q9Y570. recombinant PME-1. inhibition, % at 5.9 µM. 320,000 tested, 0.53% active. AID 2130, 2009;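 active means inhibition above the campaign mean of all compounds plus 3 SD, cut at about 26% in these data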;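 further: competitive labeling of PME-1 active site by serine hydrolase directed probe; 0% = PME-1 with DMSO and 100% = wells lacking PME-1 enzyme; inhibitors block probe labeling so polarization falls and inhibition rises; many of its hits are not listed in these tables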
# Target sequence (Q9Y570 whole entry, looked up): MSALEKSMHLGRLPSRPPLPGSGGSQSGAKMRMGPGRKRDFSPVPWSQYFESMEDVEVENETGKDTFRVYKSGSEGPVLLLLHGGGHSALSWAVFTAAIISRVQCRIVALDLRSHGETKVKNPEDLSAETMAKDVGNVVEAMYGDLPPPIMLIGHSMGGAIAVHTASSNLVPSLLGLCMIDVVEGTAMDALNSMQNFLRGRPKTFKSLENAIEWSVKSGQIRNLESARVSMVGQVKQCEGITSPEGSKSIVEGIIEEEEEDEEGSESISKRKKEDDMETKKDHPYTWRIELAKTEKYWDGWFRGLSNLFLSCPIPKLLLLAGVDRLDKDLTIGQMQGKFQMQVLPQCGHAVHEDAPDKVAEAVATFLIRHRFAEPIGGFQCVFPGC
# PAFAH1B2 FP inh: PAFAH1B2 enzyme inhibitors, primary screen, biochemical, fluorescence polarization, human | Platelet-activating factor acetylhydrolase IB subunit alpha2 (Homo sapiens), P68402 | recombinant PAFAH1B2, FP-rhodamine activity probe | inhibition, % at 3.39 µM | 340,000 tested, 1.2% active | AID 492953, 2010;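 active means inhibition above the mean of all tested compounds plus 3 SD, cut at about 24% in these data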;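 further: 0% = enzyme with DMSO and 100% = wells lacking PAFAH1B2; many of its hits are not listed in these tables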
# GSTO1 counter: inhibitors of recombinant GSTO1, primary screen, counter-screen for RBBP9 inhibitor project, biochemical, fluorescence polarization | Glutathione S-transferase omega-1 (Homo sapiens), P78417 | activity-based probe fluorescence polarization | inhibition, % at 5.96 µM | 300,000 tested, 1.1% active;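 active means inhibition above the campaign mean inhibition plus 3 SD, cut at about 35% in these data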;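 further: 0% = GSTO1-1 with DMSO and 100% = wells lacking GSTO1-1 enzyme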
# Target sequence (P78417 whole entry, looked up): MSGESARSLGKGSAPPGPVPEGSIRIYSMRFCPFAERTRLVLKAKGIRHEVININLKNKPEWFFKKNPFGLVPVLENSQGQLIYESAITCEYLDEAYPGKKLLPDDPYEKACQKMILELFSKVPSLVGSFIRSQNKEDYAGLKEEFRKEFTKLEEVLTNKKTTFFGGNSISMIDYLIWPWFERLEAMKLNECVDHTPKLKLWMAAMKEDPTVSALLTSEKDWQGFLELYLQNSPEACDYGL
# LYPLA2 counter: LYPLA2 inhibitors, primary screen, counter-screen for PME1 inhibitor project, biochemical, fluorescence polarization, FP-Rh probe ABPP; Acyl-protein thioesterase 2 (Homo sapiens), O95372; recombinant LYPLA2; inhibition, % at 5.9 µM; 320,000 tested, 0.38% active;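 active means inhibition above the screen-wide mean plus 3 SD, limit set per campaign, cut at about 26% in these data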;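 further: 0% = LYPLA2 with DMSO and 100% = wells lacking LYPLA2 enzyme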
# Target sequence (O95372 whole entry, looked up): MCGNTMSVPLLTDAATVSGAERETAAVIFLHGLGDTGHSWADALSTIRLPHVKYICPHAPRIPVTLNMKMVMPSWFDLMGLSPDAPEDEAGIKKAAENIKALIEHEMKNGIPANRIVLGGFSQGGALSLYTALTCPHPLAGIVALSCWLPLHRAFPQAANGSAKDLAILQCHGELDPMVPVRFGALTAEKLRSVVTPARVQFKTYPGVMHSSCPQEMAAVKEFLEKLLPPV
# LYPLA1 counter: LYPLA1 inhibitors, primary screen, counter-screen for PME1 inhibitor project, biochemical, fluorescence polarization, FP-Rh probe ABPP; inhibition, % at 5.9 µM; AID 2174, 2009; recombinant LYPLA1; Acyl-protein thioesterase 1 (Homo sapiens), O75608; 320,000 tested, 0.16% active;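 active means inhibition above the mean of all tested compounds plus 3 SD, set per campaign, cut at about 14% in these data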;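 further: inhibitors block serine hydrolase probe labeling of LYPLA1 so polarization falls; 0% = enzyme with DMSO and 100% = wells lacking LYPLA1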
# PREPL inhibitor: PREPL enzyme inhibitors, primary screen, biochemical, fluorescence polarization; 320,000 tested, 0.68% active; recombinant PREPL, fluorescence polarization activity-based probe; inhibition, % at 5.96 µM; Prolyl endopeptidase-like (Homo sapiens), Q4J6C6; in the data active means inhibition above about 43%;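 further: 0% = enzyme with DMSO and 100% = wells lacking enzyme; many of its hits are not listed in these tables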
# PAFAH1B3 inh: PAFAH1B3 enzyme inhibitors, primary screen, biochemical, fluorescence polarization, human; 340,000 tested, 0.28% active; Platelet-activating factor acetylhydrolase IB subunit alpha1 (Homo sapiens), Q15102; recombinant PAFAH1B3, FP-rhodamine probe; inhibition, % at 3.39 µM;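 active means inhibition above the screen-wide average of all tested compounds plus 3 SD, cut at about 25% in these data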;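 further: 0% = enzyme with DMSO only and 100% = wells lacking PAFAH1B3 protein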
# Starred values were filed as active, the others as inactive; . = not tested or not shown.
SMILES,pPAFAH inh,PAD4 inh,PME-1 inh,PAFAH1B2 FP inh,GSTO1 counter,LYPLA2 counter,LYPLA1 counter,PREPL inhibitor,PAFAH1B3 inh
COc1ccc(OC)c(C2/C(=C(\O)c3ccc(OC)c(Cl)c3)C(=O)C(=O)N2CCN(C)C)c1 (configuration not stated),0,3,7,0,-9,1,1,4,5
O=C(Nc1ccc(Nc2ccncc2)cc1)c1ccc([N+](=O)[O-])cc1,4,-2,4,5,6,7,2,6,3
Cc1c(NC(=O)C(C)Sc2ccccc2)c(=O)n(-c2ccccc2)n1C (configuration not stated),2,-3,-2,6,1,-1,4,-3,3
CCCCc1ccc(N/C(N)=N/c2nc(C)cc(C)n2)cc1,0,-2,-4,.,-5,-4,0,1,.
CCOc1ccccc1N1CCN(C(=O)C2=CC=CN3CCS(=O)(=O)N=C23)CC1,4,0,-4,6,.,5,0,-1,3
COc1ccc(-n2nc(C(=O)NCC(=O)NCC3COc4ccccc4O3)c3ccccc3c2=O)cc1OC (configuration not stated),-2,1,-3,1,4,3,-1,-1,6
COc1cc(OC)cc(C(=O)NCCS(=O)(=O)N2CCN(Cc3ccccc3)CC2)c1,0,5,0,0,4,6,1,11,7
O=C1[C@@H]2C(c3cccnc3)=NO[C@@H]2C(=O)N1c1ccc(Cl)cc1Cl,9,-4,2,5,-1,-2,-1,3,4
O=C(CSCc1cccc(Cl)c1)N/N=C/c1ccc(OCC(=O)N2CCCCC2)cc1,4,4,-1,-3,4,7,0,-17,2
O=C(/C=C/c1ccc(OCCCF)cc1)N1CCN(Cc2ccccc2)CC1,2,-3,-3,1,1,10,2,-13,4
O=C(COC(=O)CCc1ccccc1)Nc1cc([N+](=O)[O-])ccc1F,19,3,1,15,-3,-2,1,6,3
Cc1cc(-c2ccc(Cl)s2)n[nH]1,0,0,-3,3,2,-8,-2,-6,8
COc1ccccc1NC(=S)NNC(=O)c1nn(C)c(C)c1Cl,4,1,5,0,-2,5,-2,-3,3
Cc1ccc(CNC(=O)c2ccc3c(=O)[nH]c4c(C(=O)NCC5CCCO5)sc(=S)n4c3c2)cc1 (configuration not stated),38*,-3,16,30*,20,7,1,44*,34*
O=C(Nc1ccccc1C(=O)N1CCOCC1)C1CCC(=O)N1C1CCCC1 (configuration not stated),-6,-5,-1,3,-1,7,5,-1,-2
O=[N+]([O-])c1ccc(Oc2ccc(/C=N/O)cc2)nc1,1,1,-4,4,10,41*,5,13,6
O=C(/C=C/c1ccco1)Nc1ccccc1N1CCCC1,6,5,-5,-3,16,12,3,14,3
N/N=C(\Cc1cscn1)c1ccc(O)cc1O,4,-1,14,1,9,3,-2,7,-4
CCCCN1C2CCCC1CC(NC(=O)c1ccccc1Cl)C2 (configuration not stated),-5,2,-1,-1,3,3,-1,-1,1
CC1CC2(C)CC(C)C1(COC(=O)Nc1ccccc1)CO2 (configuration not stated),-4,0,-4,6,-6,-2,-2,7,11
COc1cc(OC)cc(C(=O)NCCNC(=O)c2ccccc2)c1,-9,-3,0,11,10,1,2,-10,4
Cc1ccccc1NC(=O)CCS(=O)(=O)c1ccc(Br)cc1,0,-3,4,9,-8,2,2,13,5
N#Cc1ccc(N2CCCC2C(=O)O)c([N+](=O)[O-])c1 (configuration not stated),4,2,-7,-1,4,-3,-3,0,3
CCOC(=O)CNC(=O)CSc1nc2sc(C)c(C)c2c(=O)n1C,0,4,-2,5,1,3,1,-6,5
COc1ccc(N2CC(C(=O)Nc3ccc([N+](=O)[O-])cc3Br)CC2=O)cc1 (configuration not stated),8,0,1,0,2,9,1,10,1
O=C(c1cnccn1)N1CCN(C/C=C/c2ccccc2)CC1,2,-1,4,0,-4,-3,-1,17,6
O=S(Cc1ccc(Br)cc1)Cc1nnc(SCc2ccc(Cl)cc2)n1-c1ccccc1 (configuration not stated),15,-1,1,15,7,4,-2,14,3
CCOC(=O)c1c(NC(=O)C(=O)N/N=C/c2ccc(OCC)cc2)sc2c1CCCCC2,-2,5,1,-4,5,10,2,-9,0
Cc1cccc(C)c1NC(=O)c1ccc2c(c1)CCN2S(C)(=O)=O,4,2,5,-2,-2,10,-5,2,4
Clc1ccc(CCNc2ncnc3c2nnn3Cc2ccccc2)cc1,2,-2,4,9,-3,5,1,-4,-6
Clc1ccc(N=NN2CCOCC2)cc1,-2,0,3,6,1,-1,0,-1,7
O=C(NCc1ccco1)c1c(F)cccc1Cl,2,-4,0,4,3,3,-4,3,6
Cc1cccc(C)c1NC(=O)CN1C(=O)C(C)Oc2ccccc21 (configuration not stated),7,5,1,3,3,5,1,-1,7
COC(=O)c1ccccc1NC(=O)CCCn1nc(C)c2c(C)n(-c3ccccc3)nc2c1=O,-5,-2,2,2,11,-1,-1,4,17
CCn1c2ccccc2c2cc(NC(=O)CN3CCCC3)ccc21,0,1,2,4,6,0,2,10,13
O=C(NNS(=O)(=O)c1ccc(F)cc1)c1sccc1-n1cccc1,8,0,3,16,7,4,1,-1,2
CCCCNc1cc(C(=O)O)cc(S(N)(=O)=O)c1Oc1ccccc1,6,-2,-7,16,1,1,-1,-8,15
Cn1c(N2CCOCC2)nc2c1c(=O)n(Cc1ccc(Cl)cc1)c(=O)n2C,1,0,4,5,-2,0,-2,0,1
CCN(CC)S(=O)(=O)c1ccc(N2CCOCC2)c(NC(=O)c2c3c(nc4ccccc24)CCC3)c1,26*,2,2,-6,-2,15,-3,1,-3
O=C(NCc1cccnc1)c1cccc(C(F)(F)F)c1,1,-6,3,0,5,6,0,14,-8
CC1(C)CC(=O)N(CC(=O)NCc2ccc(F)cc2)c2ccccc2S1(=O)=O,5,3,-2,5,2,-3,-2,1,6
CC(=O)NCC(=O)OCc1ccc([N+](=O)[O-])cc1,5,-8,-2,-1,0,-3,-1,-6,15
CC1(C)OC(=O)C(=CNc2ccccc2F)C(=O)O1,-2,-2,4,10,1,-1,5,-2,4
CC1CC(C)CN(S(=O)(=O)c2ccc(C(=O)N(c3ccccn3)C3CCCCC3)cc2)C1 (configuration not stated),4,-4,-4,0,8,3,6,1,3
O=C(O)/C=C/C(=O)Nc1ccc2nccnc2c1,1,-3,-4,1,6,2,-1,11,7
CCNC(=S)Nn1cnc2ccccc21,3,-2,-1,3,-3,6,2,1,8
O=C(NCCn1c(C(F)(F)F)nc2cc(C(F)(F)F)ccc21)[C@H]1CCCN1c1nc(CN2CCCCC2)cs1,-2,3,-2,-7,8,-3,0,32,-1
Cc1ccc(C)c(-c2nnc(NC(=O)CCS(=O)(=O)c3ccc(F)cc3)o2)c1,-9,-4,-7,10,-3,-12,-5,-12,13
COc1ccc(CN(C)C(=O)CCc2ccc(S(=O)(=O)N3CCCCCC3)cc2)c(OC)c1,12,-2,-2,1,.,8,1,10,-2
COc1ccc(-n2nc(C(=O)NCC(=O)N(C)Cc3ccccc3)c3ccccc3c2=O)cc1OC,5,0,2,2,0,3,-3,1,0
CC(C)CC(C(=O)OCC(=O)c1c(N)n(C)c(=O)n(C)c1=O)N1C(=O)C2CC=CCC2C1=O (configuration not stated),-5,-5,-3,2,-2,6,1,10,6
CCN(C(=O)Cn1nnc(-c2ccccc2)n1)C1CCS(=O)(=O)C1 (configuration not stated),1,-4,-10,2,3,2,1,6,0
Cc1nc2cc(NC(=O)COc3ccccc3C#N)ccc2n1-c1ccccc1,7,-2,-11,6,-10,-8,-6,-3,6
Cc1cccc(N2C(=O)CCC2=O)c1,2,1,2,-2,-2,0,3,-9,-1
CC(=O)Oc1c(C)c(=O)n(C)c2ccccc12,5,3,-5,2,0,6,-3,16,9
O=C(CNC(=O)c1ccccc1)OCc1nnc(-c2ccccc2)o1,5,-1,3,1,-1,-5,-1,-5,-3
CCCC(=O)OCC(=O)Nc1ccc(OC(F)F)cc1,4,4,0,-1,-1,1,2,-4,1
COC(=O)c1ccc(Oc2cc(C)nc(Cl)n2)cc1,1,-8,0,3,3,-1,-2,4,3
Cc1ccc(CNCc2ccc3c(c2)OCO3)cc1,4,-1,4,3,4,8,-1,2,-1
COc1ccc(NC(=O)c2ccc(S(=O)(=O)N(C)c3ccccc3)cc2)cn1,-1,-2,-3,8,-3,2,-1,-10,1

# (list continues)
SMILES,pPAFAH inh,PAD4 inh,PME-1 inh,PAFAH1B2 FP inh,GSTO1 counter,LYPLA2 counter,LYPLA1 counter,PREPL inhibitor,PAFAH1B3 inh
CC(=O)N1N=C(c2ccccc2O)OC1(C)CC(=O)Nc1ccccc1 (configuration not stated),-1,-1,-8,2,3,-1,-1,-2,11
Cc1c(N2C(=O)C(C)SC23C(=O)Nc2ccccc23)c(=O)n(-c2ccccc2)n1C (configuration not stated),-4,1,-5,-1,7,-8,-2,11,4
CCN(C1CCCCC1)S(=O)(=O)c1cn(C)c(=O)n(C)c1=O,-7,10,-3,7,0,-6,-3,6,-1
Cc1ccc(S(=O)(=O)CCC(=O)OC(C)c2nnc(-c3cccs3)o2)cc1 (configuration not stated),3,0,.,1,.,.,.,-12,4
O=C(CNCc1ccccc1Cl)Nc1ccc2c(c1)OCCO2,3,0,5,2,8,6,1,9,5
Cc1ccc(NC(=O)C(=O)NCc2ccco2)c(C)c1,2,-6,-9,2,6,3,1,8,4
Cn1nc(C(=O)Nc2ccc(S(=O)(=O)N3CCCCC3)cc2)ccc1=O,0,-4,-2,5,3,-4,-2,5,11
COC(=O)c1cc(S(=O)(=O)NC2CCCCC2)cn1C,7,2,2,4,8,4,1,2,4
CCOC(=O)c1c(C)n(C)c2cc(Br)c(C)cc12,2,-2,-2,0,-3,2,3,9,3
Cc1nn(CC(=O)NCCCN2CCOCC2)c(C)c1[N+](=O)[O-],-3,-6,-3,2,-4,-6,-2,2,8
CCOc1ccc(C(=O)NCC(c2cccs2)N(C)C)cc1OCC (configuration not stated),2,-2,-5,10,2,-6,-8,1,8
CCc1cccc2c(C(=O)COC(=O)/C=C/c3ccccc3OC)c[nH]c12,-15,4,16,2,-2,-54,-23,-9,4
COc1cccc(-c2nnc(SCc3nc4ccccc4s3)n2C)c1,3,1,-4,2,6,4,3,2,5
O=C(NCc1ccc2c(c1)OCO2)c1ccc2c(c1)S(=O)(=O)c1ccccc1C2=O,8,2,3,-2,5,-2,-3,17,6
Cc1ccc(SC[C@H](C)CN2CC[C@H](C)CCC2=O)cc1,4,1,1,14,7,0,-1,-2,9
CC(=O)NC1=NN(C(C)=O)C(c2ccc(C)cc2)S1 (configuration not stated),4,-7,-3,-2,3,-2,0,14,3

# Some of the compounds tested; count on the stated rates, not on these rows.
